# Source: PubChem
# hiPSC survival: enhancers of single-cell hiPSC survival, primary screen, ATPlite luminescence | actives 0.044% (n = 360,000) | survival enhancement, % at 20 µM | 100% = ROCK inhibitor wells, 0% = DMSO | AID 602274, 2012; in the data active = survival enhancement above about 18%;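 also: cells exposed to compounds for 16 hours before the ATP read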
# PDI turbidity: inhibitors of human PDI, primary screen, biochemical, turbidity, single point, plate reader. inhibition, % at 10 µM. actives 0.052% (n = 350,000). AID 588391, 2011. Protein disulfide-isomerase (Homo sapiens), P07237. PDI insulin aggregation turbidity, A650, 90 min;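 active = mean inhibition across replicates of 30% or more, whatever share of single replicates reach that level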;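 also: absorbance from insulin aggregation driven by PDI reduction with DTT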
# Target sequence (P07237 whole entry, looked up): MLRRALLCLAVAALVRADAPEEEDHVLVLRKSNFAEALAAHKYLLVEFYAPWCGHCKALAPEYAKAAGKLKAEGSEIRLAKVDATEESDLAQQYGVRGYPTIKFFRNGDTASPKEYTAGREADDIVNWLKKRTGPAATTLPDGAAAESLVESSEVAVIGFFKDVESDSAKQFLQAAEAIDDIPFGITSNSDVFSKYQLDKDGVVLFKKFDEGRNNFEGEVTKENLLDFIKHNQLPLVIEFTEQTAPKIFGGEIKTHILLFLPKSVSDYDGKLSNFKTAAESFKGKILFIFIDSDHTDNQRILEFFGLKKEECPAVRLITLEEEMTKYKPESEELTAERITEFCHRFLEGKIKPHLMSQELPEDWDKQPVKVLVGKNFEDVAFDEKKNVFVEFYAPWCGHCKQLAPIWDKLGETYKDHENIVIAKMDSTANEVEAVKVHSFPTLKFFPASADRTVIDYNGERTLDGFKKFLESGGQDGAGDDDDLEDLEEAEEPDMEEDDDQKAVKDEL
# TRPM1 prom inh: inhibitors of MITF-dependent TRPM1 promoter reporter, primary screen, cell-based, SK-MEL-5, single point, luciferase; SK-MEL-5 TRPM1 promoter luciferase, 24 h; inhibition, % at 12.5 µM; actives 0.83% (n = 330,000); AID 488899, 2010;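 active = mean inhibition across replicates of 60% or more, whatever share of single replicates reaches that level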; also: values of inactives mirror those of a sister screen read the other way
# HIF-2a inh: HIF-2a reporter inhibitors, primary screen, luminescence, 786-0 RCC cells. 786-0 RCC cells HIF-2a reporter, luciferase luminescence, overnight. inhibition, % at 18.8 µM. actives 0.72% (n = 360,000). AID 624352, 2012;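 active = inhibition of the luminescence signal of 40% or more relative to plate controls, in a single-dose primary screen at 18.75 µM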
# NR2E3 ag-1: NR2E3 agonists in two-hybrid cells, primary screen, cell-based, luminescence, CHO-S, Gal4-NCOR/VP16-NR2E3. luciferase. inhibition of corepressor binding, % at 3.98 µM. actives 0.35% (n = 360,000). AID 602229, 2012;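 active = inhibition above the mean of all tested compounds plus 3 SD, cut at about 70% in these data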;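 also: 0% = DMSO with NR2E3 transfected cells and 100% = cells lacking NR2E3 construct; higher means lower luciferase signal from less NR2E3 corepressor binding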
# Target sequence (Q9Y5X4 whole entry, looked up, the tested form may be a part): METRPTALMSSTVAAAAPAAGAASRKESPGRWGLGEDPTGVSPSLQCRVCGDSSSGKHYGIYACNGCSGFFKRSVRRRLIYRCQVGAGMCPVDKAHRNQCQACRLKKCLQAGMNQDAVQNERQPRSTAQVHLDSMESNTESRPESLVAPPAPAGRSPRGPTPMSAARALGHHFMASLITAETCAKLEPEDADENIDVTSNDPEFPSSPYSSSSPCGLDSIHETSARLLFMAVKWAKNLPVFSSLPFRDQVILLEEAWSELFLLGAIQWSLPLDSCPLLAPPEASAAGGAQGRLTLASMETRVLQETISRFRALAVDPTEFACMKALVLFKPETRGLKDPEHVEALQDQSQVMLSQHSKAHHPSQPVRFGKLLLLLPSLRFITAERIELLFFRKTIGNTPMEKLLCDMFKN
# CaV13 ICDI inh: Primary screen for inhibitors of IQ motif and Ca2+-dependent inactivation inhibitor domain binding in CACNA1D, Förster resonance energy transfer in living cells, … | HEK cells, CFP/YFP FRET ICDI-IQ, plate reader, 10 min; percent FRET-ratio fall versus neutral wells | inhibition, % at 12.3 µM | actives 0.098% (n = 340,000) | AID 743397;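 active = mean replicate inhibition of at least 30% and at least 1% of replicates passing that level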;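 also: 0% = median of the neutral control wells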
# Shn3 3UTR inh: reduction of Shn3 3'UTR firefly luciferase signal, primary screen, Schnurri-3 inhibitor project, cell-based, Clone20 osteoblasts, set 2 | Clone20 osteoblast Shn3 3'UTR firefly luciferase, 24 h | inhibition, % at 12.5 µM | actives 0.52% (n = 360,000) | AID 588674, 2011;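 active = mean inhibition of at least 75% with every replicate also reaching 75%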;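 also: 0% = median of neutral control wells and 100% = pilot-screen positive control compound; some compounds past the cut are filed as inactive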
# H9c2 protect: cardioprotection against H2O2-induced cell death, primary screen, uHTS, H9c2 cells, ATPLite luminescence; H9c2 cardiomyocytes, H2O2 injury protection, 2 h; protection from H2O2 cell death, % at 20 µM; actives 0.63% (n = 360,000);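 active = compounds giving at least 50% protection of heart cells from peroxide-induced death in the single-dose screen, raw or plate-pattern-corrected value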;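 also: 0% = DMSO wells with peroxide and 100% = DMSO wells without peroxide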
# Peg3 prom inh: Peg3 promoter-driven luciferase inhibitors, primary screen, cell-based, HeLa, luciferase luminescence; HeLa PEG-Prom luciferase reporter, overnight; inhibition, % at 20 µM; actives 1.7% (n = 360,000);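 active = inhibition of at least 50% at 20 µM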
# NR2E3 ag-2: inhibitors of NR2E3-RetCOR corepressor binding, primary screen, NR2E3 agonist project, biochemical, TR-FRET, GST-NR2E3, biotin-RetCOR; actives 0.12% (n = 320,000); 1536-well; Photoreceptor-specific nuclear receptor (Homo sapiens), Q9Y5X4; inhibition of corepressor binding, % at 4.78 µM; AID 2300, 2010;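 active = percent inhibition above the cutoff of mean plus 3 SD of all tested compounds, set per screening campaign, cut at about 20% in these data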;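 also: 0% = DMSO wells and 100% = biotin wells as full block of FRET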
#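 Material – GST-tagged NR2E3 plus biotinylated RetCOR corepressor · Quantity – NR2E3 fusion 1.35 nM · Times – 5 h incubation at 4 °C · Medium – pH 7.5 Tris-based buffer · Technique – TR-FRET, Eu(K)-anti-GST donor, streptavidin-D2 acceptor, ex 340, em 617/671 nm · Benchmarks – high control biotin, low control 0.6% DMSO · Format – 1536-well plates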
# m5-HT2A agonist: mouse Htr2a agonists via beta-arrestin recruitment, primary screen, cell-based, luminescence; CHO-K1 mHTR2A beta-arrestin complementation; percent of 30 µM serotonin response; activation, % at 7.6 µM; actives 0.66% (n = 360,000);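 active = activation above a run cutoff, the mean activation of all tested compounds plus 3 SD, cut at about 14% in these data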;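 also: 0% = plate median of compound wells and 100% = 30 µM serotonin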
# Active calls of the source: *; nt = no result given.
# Each structure is followed by: hiPSC survival, PDI turbidity, TRPM1 prom inh, HIF-2a inh, NR2E3 ag-1, CaV13 ICDI inh, Shn3 3UTR inh, H9c2 protect, Peg3 prom inh, NR2E3 ag-2, m5-HT2A agonist
> COC(=O)c1ccccc1S(=O)(=O)N1CCC(NC(=O)c2ccccc2)CC1
    -0.2, -2, 9, 11, -3, -4, 7, -3, -2, 2, 0
> CN(CC(=O)Nc1ccc(Cl)cc1)CC(=O)N1CCc2ccccc21
    1.5, -2, nt, 8, -12, -5, -10, -6, -8, nt, 17*
> COc1ccc(-c2cc3nc(NCCN4CCCC4)n(C)c(=O)c3s2)cc1OC
    5.6, 1, nt, 1, 13, -6, -2, 8, -21, nt, -4
> Cc1ccc(CN2CCN(Cc3cnn(-c4ccc(F)cc4)c3)CC2CCO)o1 (stereo not given)
    3.4, 11, 6, 0, -20, -5, -1, 0, 14, 1, -1
> COC(=O)c1[nH]c2c(c1C)C(=O)CCC2
    -2.0, 2, 2, 1, -17, -2, 11, -1, 0, 0, -1
> O=C(NCc1ccccc1)c1ccc(NC(=O)c2ccccc2F)cc1
    0.5, 2, -4, -26, 8, -6, -20, 1, -29, 3, -5
> CCc1nc2ccc(C(=O)N3CCN(C(=O)c4ccco4)CC3)cn2c1N(C)Cc1ccc(OC)cc1
    2.2, 3, nt, 5, 17, -5, -3, 3, -4, nt, 14
> CC1CCN(Cc2csc(N)n2)CC1
    -1.4, 2, -13, 17, -7, nt, -2, 6, 12, -2, 4
> COc1cccc(N2CCN(S(=O)(=O)c3ccc4c(c3)NC(=O)C(C)C(=O)N4)CC2)c1 (stereo not given)
    0.2, -9, 5, 26, 3, -2, 4, -7, 20, 2, 7
> CCOC(=O)c1c(-c2cccc([N+](=O)[O-])c2)cn2ccccc12
    0.9, 7, 8, -15, -7, -4, 12, -11, 3, 1, -5
> C/C(=N/NC(N)=S)c1ccccc1[N+](=O)[O-]
    5.0, 2, 3, 1, -18, 0, -18, 3, 9, -2, -2
> CN(C(=O)CSc1nnc(N)s1)c1c(N)n(Cc2ccccc2)c(=O)[nH]c1=O
    -0.3, 0, 10, 3, -18, -4, -4, -5, 8, 4, 5
> CN(C(=O)CS(=O)(=O)c1cn(CC(=O)N2CCOCC2)c2ccccc12)c1ccccc1
    -0.3, -4, 6, 7, 6, -16, -1, 5, -1, 1, 3
> Cc1cccc(CN2CCN(C3CN(C4CCCCC4)S(=O)(=O)C3)CC2)c1 (stereo not given)
    1.3, nt, nt, 3, 13, -10, 21, 2, 7, nt, 3
> Cc1ccccc1Oc1ccc(Oc2ccccc2C)nn1
    -0.2, 2, -72, -273, -79, -8, 9, -4, -181, 2, -3
> CC(C)COC(=O)/C(C#N)=C/c1c[nH]c2ccccc12
    1.0, -3, -49, -124, 0, 18, -12, -9, -62, 2, 3
> COc1ccc(CN2CCC(CO)(Cc3ccccc3C(F)(F)F)CC2)c(F)c1
    -0.2, 9, 3, 1, -3, -2, 1, 3, 9, 0, 1
> c1ccc2[nH]c(NCCN3CCOCC3)nc2c1
    1.7, 2, -1, -20, -1, -3, -1, 11, -29, 2, -2
> COc1cc(C(=O)NNC(=O)CCOc2cccc(Br)c2)cc(OC)c1OC
    -0.2, 17, -3, 23, 7, -3, 13, 0, 0, 3, -11
> O=c1c2ccccc2c2c(O)nc(-c3ccccc3)n2n1Cc1ccccc1
    10, -5, -4, 5, -20, -1, 10, -1, 14, -1, 1
> O=C(COc1ccc2ccccc2c1Br)N1CCCC1
    -0.3, -3, -26, -182, -41, -7, -71, 0, -162, 0, -3
> Cc1ccccc1C(=O)N1CCN(c2ccc(NC(=S)NC(=O)c3cccs3)cc2)CC1
    -0.3, -1, 9, 18, 62, -7, 37, -1, 8, 6, 9
> CS(=O)(=O)N(CC(=O)O)c1ccc2c(c1)OCO2
    2.4, 3, 5, 3, -5, -5, -11, 16, 5, 1, -3
> O=C(Nc1ccc(Cl)cc1F)c1ccc2c(c1)C(=O)N(Cc1ccncc1)C2=O
    -1.3, 5, nt, 0, 2, -9, -10, -5, 9, nt, 19*
> O=C(NCC(c1cccs1)N1CCOCC1)c1cc(Cl)ccc1[N+](=O)[O-] (stereo not given)
    0.0, 0, 7, 15, 0, -5, -9, 3, 0, 4, 3
> COc1ccc(C(=O)Nc2cccnc2)cc1S(=O)(=O)N1CCOCC1
    3.0, 3, 1, 22, -23, -3, -9, -5, 3, 3, 0
> COC(=O)C1=C(C)NC(=O)CC1c1cc2c(cc1Br)OCO2 (stereo not given)
    8.2, -7, 5, 11, 6, -7, -3, -13, 6, 3, 7
> COc1ccccc1C(=O)NCCC(=O)N1CCCCCCC1
    0.0, -15, 6, 8, 26, -4, 8, 1, 10, 1, -7
> COc1ccc(Cl)cc1NC(=O)COC(=O)c1ccc(Br)o1
    -1.2, 12, -7, 15, -29, -3, -20, 0, 1, nt, 9
> O=C(Cc1ccccc1)N/N=C/c1ccccc1Cl
    1.2, -2, -9, -155, -32, -9, -15, -14, -73, 1, -3
> Cc1ccc(/C=N/n2c(-c3cccs3)n[nH]c2=S)cc1
    1.0, -1, 3, -4, -5, nt, -7, -7, 12, 0, 2
> Cc1nn(-c2ccccc2)c(N2CCCC2)c1/C=N/NC(=S)Nc1ccccc1F
    0.4, -10, -22, -87, -74, -3, -9, -6, -68, -1, 5
> COc1ccc([C@H]2[C@H](C(=O)OC(C)(C)C)N3N=Cc4ccccc4C3C23C(=O)c2ccccc2C3=O)c(OC)c1 (stereo not given in full)
    -1.4, -3, 16, -2, -4, -7, -11, 21, 6, 0, 11
> CCCS(=O)(=O)N1CCC(C(=O)NCCN(CC)c2ccccc2)CC1
    0.8, -7, -11, 15, 11, nt, 4, 1, 24, 1, -4
> O=C(c1ccccc1F)c1cc2c(cc1[N+](=O)[O-])OCCO2
    1.1, -2, -5, -11, -11, -3, 10, -3, -17, 2, -1
> N#CCNC(=O)c1cccn1-c1ncc(C(F)(F)F)cc1Cl
    -1.8, 4, 4, 17, -22, -5, 8, -2, 7, 1, 1
> COc1ccc(/C=N/N=C2/SCC(=O)N2Cc2ccccc2)cc1
    0.2, -6, -91, -311, -54, -18, -84, -6, -376, 0, -1
> COc1ccc(NC(=O)N[C@@H](CCSC)C(=O)O)cc1OC
    0.7, 6, 1, 9, -5, -5, -12, 3, -1, 3, 7
> FC(F)(F)COc1ccc(-c2nnc(SCc3ccccc3)o2)cn1
    -0.3, -9, -48, -52, -4, -4, -36, 2, -27, 2, -1
> O=C(NC1CCCc2ccccc21)c1ccc2c(c1)OCO2 (stereo not given)
    0.5, 6, 9, -40, -26, -6, 27, 3, -4, 0, -5
> C[C@@]12C(=O)Nc3cc(F)ccc3C(=O)N1[C@H]1c3cc(Br)ccc3OC[C@@H]1[C@@H]2c1ccccc1
    -0.7, 5, 10, -8, 7, -10, 13, -3, 54*, nt, -5
> CCc1noc(C)c1C(=O)N(C)CC(=O)Nc1ccc(F)c(F)c1F
    -0.5, 4, 3, 2, -26, -5, -4, 5, -8, 5, 1
> Cc1noc(C)c1CN(C(=S)NC(C)C)c1ccccc1
    -1.6, 4, 6, 19, -21, -2, 6, 2, -85, -3, 0
> CC(=O)Nc1cc(-c2cccc(C(=O)N(C)C)c2)cn2c(-c3ccccc3)cnc12
    4.2, -5, nt, -13, 10, -7, 5, 19, 10, nt, -2
> CCCN(CCC)CCCNC(=O)c1cc2cc3ccc(OC)cc3nc2o1
    -1.2, -3, -39, -6, -22, -5, nt, -8, -13, 0, -5
> Cc1cccc(C(=O)NNC(=O)c2ccco2)c1
    -1.4, 14, 11, -17, -15, -18, 15, 1, -5, 0, 6
> CN(c1ccccc1)S(=O)(=O)c1nnc(NC(=O)COc2ccccc2)s1
    -0.1, -1, 10, 1, -5, -3, 2, -4, 17, 1, 5
> CN(C)CCCNc1oc(-c2cccc(Cl)c2)nc1C#N
    0.1, 2, -9, -6, -4, nt, -12, 25, -9, 4, -9
> COc1cc(OC)cc(C(=O)OCC(=O)NC2CCCCCCC2)c1
    0.9, -6, nt, 18, -14, -7, 7, 0, 12, nt, -2
> CCOC(=O)C1CCN(C(=O)Nc2ccc(OC(F)(F)F)cc2)CC1
    0.8, -2, -19, -4, -23, -5, -19, -5, -28, -3, 1

# Continuation:
# Each structure is followed by: hiPSC survival, PDI turbidity, TRPM1 prom inh, HIF-2a inh, NR2E3 ag-1, CaV13 ICDI inh, Shn3 3UTR inh, H9c2 protect, Peg3 prom inh, NR2E3 ag-2, m5-HT2A agonist
> CCNC(=O)CSc1nc(-c2ccccc2)cs1
    0.7, 3, -28, -182, -23, 3, -13, -1, -103, 5, 2
> COC(=O)c1sccc1NC(=O)CC1C(=O)NCCN1C(=O)Nc1ccc(OCc2ccccc2)cc1 (stereo not given)
    -0.2, -10, 3, -3, 4, -19, -12, 2, 11, 0, -2
> CCc1ccc(C(=O)NC(=S)NCc2cccnc2)cc1
    0.2, 0, -10, -100, -47, -6, 25, -6, -27, 1, -5
> Oc1c(C(c2cccs2)N2CCN(c3ccccc3)CC2)sc2ncnn12 (stereo not given)
    3.4, nt, 3, 10, -9, -7, -8, -7, 21, 7, -1
> O=S(=O)(c1ccccc1)c1cnn(-c2ccccc2)c1-c1ccc(Cl)cc1
    -2.1, -2, 6, 29, 9, -6, 9, -5, 22, 1, -6
> COc1ccc2c(c1)c(=O)c(Br)c(C)n2Cc1ccccc1
    -2.1, 1, 5, -4, -30, -7, 20, 25, -13, 1, -1
> O=C(NCc1ccccc1)c1ccc(CS(=O)Cc2ccc(Cl)cc2)o1 (stereo not given)
    -0.5, -5, 1, 12, -3, -3, 4, -3, 22, 5, 1
> COc1ccc(OCC(=O)Nc2ccccc2O)cc1
    1.9, -11, -25, -207, 1, nt, -80, -2, -250, -1, 4
> O=C(COC(=O)c1cccc(S(=O)(=O)N2CCN(c3ccccc3)CC2)c1)NCC1CCCO1 (stereo not given)
    0.7, 7, -6, 17, -1, -15, 5, -7, 15, 1, -1
> COc1ccc(S(=O)(=O)N2CCOCC2)cc1NC(=O)CN1CCCC1
    -0.5, 3, 0, 18, -7, -2, -3, 4, 3, -1, 2
> CCCC(=O)Nc1ccc(C(=O)Nc2cc(C(F)(F)F)ccc2Cl)cc1
    -2.1, -5, -18, 6, 7, nt, 26, -15, 9, -2, 0
> Cc1ccc(C2CC(c3ccccc3C)n3nc(N)nc3N2)cc1 (stereo not given)
    -2.0, nt, 3, 8, -24, -2, -6, -12, 6, 2, -3
